Source: PubChem BioAssay
MPTP inh – blocks calcium-induced mitochondrial swelling | isolated mouse mitochondria, Ca2+ swelling absorbance, 30 min | inhibition, % at 10 µM | 1.4% of 360,000 active;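 active = inhibition of 50% or more, scaled per plate between neutral and stimulator controls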;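 note: 0% = DMSO wells given calcium and 100% = 1 mM EGTA wells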
beta cell repl – inducers of beta-cell replication in MIN6 cells | MIN6 cells proliferation, ATPlite luminescence, 48 h; cells starved in 0.2% serum; 100% = growth in 10% serum | proliferation, % at 10 µM | 0.29% of 330,000 active;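 active = compounds whose signal lies at least 3.5 SD above the mean of all wells on their plate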;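 note: 0% = DMSO-treated cells in low-serum medium and 100% = 10% serum control; some compounds called inactive have numbers as strong as hits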
tim23-1 inh – growth inhibitors of tim23-1 mutant yeast. 1.3% of 330,000 active. inhibition, % at 20 µM. S. cerevisiae tim23-1 growth, BacTiter-Glo luminescence, 24 h;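 active = growth inhibition of the mutant yeast at or above 50%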;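 note: temperature-sensitive mutant grown at 25 °C; plate controls were DMSO-treated mutant yeast for no effect and medium wells lacking yeast for full effect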
NR3A LBD binder – NR3A (human) ligand-binding domain modulation; Tm shift relative to glycine control, % at 25 µM; NR3A LBD differential scanning fluorimetry, Tm shift; 0% = protein alone, 100% = glycine-bound protein; 2.5% of 340,000 active;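 active = melting temperature shift of at least 10% of the positive control shift, at one fixed dose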
APJ antagonist – APJ receptor antagonism; P35414; CHO-K1 APJ beta-arrestin complementation, luminescence; inhibition, % at 20 µM; 0.32% of 330,000 active; AID 2521;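 active = inhibition above about 40% at 20 µM, limit read from the data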;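 note: cells challenged with 10 nM apelin-13 agonist together with compound; plate controls were apelin-13 plus DMSO wells for no effect and DMSO wells lacking apelin-13 for full effect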
Target sequence (P35414 whole entry, looked up): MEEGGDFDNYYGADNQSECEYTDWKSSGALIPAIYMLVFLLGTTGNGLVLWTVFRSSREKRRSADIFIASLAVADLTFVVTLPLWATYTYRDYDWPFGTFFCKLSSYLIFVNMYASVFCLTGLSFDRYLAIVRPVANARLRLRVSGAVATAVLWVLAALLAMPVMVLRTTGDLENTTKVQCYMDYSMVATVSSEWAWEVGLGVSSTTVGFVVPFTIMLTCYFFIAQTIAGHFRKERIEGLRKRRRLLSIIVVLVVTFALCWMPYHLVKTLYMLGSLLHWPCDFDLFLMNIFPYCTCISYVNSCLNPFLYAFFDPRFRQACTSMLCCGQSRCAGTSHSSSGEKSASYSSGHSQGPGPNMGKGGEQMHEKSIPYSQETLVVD
TIM10 inh – growth inhibitors of TIM10 yeast strain; S. cerevisiae TIM10 strain growth, BacTiter-Glo luminescence, 24 h; inhibition, % at 10 µM; 1.4% of 330,000 active;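 active = inhibition of 40% or more at the single tested concentration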;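 note: wild-type TIM10 isogenic control strain grown at permissive 25 °C; 0% = DMSO yeast wells and 100% = minimal medium wells without yeast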
APJ agonist – APJ receptor agonism; AID 2520; activation, % at 20 µM; P35414; CHO-K1 APJ PathHunter beta-arrestin, luminescence; 0% DMSO wells, 100% apelin; 0.11% of 330,000 active;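 active = activation more than six SD over the plate average, tested at 20 µM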;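 note: 0% = DMSO alone and 100% = apelin-13 at 10 nM; some results filed as inactive read as strong as hits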
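Test system: CHO-K1 APJ beta-arrestin complementation cell line. Amount: cell density 1000 per well. Controls: DMSO negative, 10 nM Apelin-13 positive. Signal: luminescent beta-gal fragment complementation, chemiluminescent substrate. Read-out basis: agonist-driven arrestin binding to APJ. Timing: compound stimulation 90 min at 25 °C, detection 60 min.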
tim10-1 inh – growth inhibitors of tim10-1 mutant yeast; S. cerevisiae tim10-1 ts strain growth, BacTiter-Glo, 24 h; inhibition, % at 20 µM; 2.2% of 330,000 active; AID 463190;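 active = inhibition of at least 40%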;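 note: mutant grown at 25 °C; 0% = DMSO wells with yeast and 100% = wells holding no yeast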
NALP3 yeast inh – inhibitors of NALP3 inflammasome in yeast. inhibition, % at 10 µM. Yeast reconstituted NLRP3/ASC/caspase-1, beta-gal luminescence, 24 h. 0.39% of 330,000 active. AID 2825;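 active = inhibition of 50% or more; inactive = inhibition below 50%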;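 note: plate controls were induced DMSO wells for no effect and uninduced yeast grown without galactose for full effect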
Active calls of the source: *. An unsorted share of the library. Share with any hit: about 7.2%.

Preview (12 entries):
item	smiles	MPTP inh	beta cell repl	tim23-1 inh	NR3A LBD binder	APJ antagonist	TIM10 inh	APJ agonist	tim10-1 inh	NALP3 yeast inh
1	Cc1nc(SCC(=O)Nc2cccc(S(=O)(=O)N3CCOCC3)c2)nc(C)c1C	-1.0	-1	8	0	-3	1	-2	0	6
2	Cc1nc(C)c(-c2ccnc(/N=C/NO)n2)s1	-0.2	-1	7	1	7	8	-2	-5	-25
3	O=C(CSc1nnc2ccccn12)c1ccc(Cl)cc1	0.3	-5	15	-1	18	0	-2	-2	10
4	COCc1c(C(=O)OC)nnn1-c1ccc(C(F)(F)F)cc1[N+](=O)[O-]	-0.1	4	13	3	-54	-8	-1	3	8
5	CCCS(=O)(=O)N1CCCC(c2nc(-c3cccc(OC)c3)no2)C1 (stereo not given)	-1.6	-2	17	-1	14	21	-3	30	-58
6	COc1ccc2oc(=O)c(C(=O)NCc3ccc4c(c3)OCO4)cc2c1	-2.3	1	23	1	-3	15	-2	12	17
7	CN(C(=S)NC(=O)c1ccc(Br)o1)c1ccccc1	-0.4	0	20	-4	5	14	-10	10	16
8	O=C(NC1CCCc2ccccc21)C(Cc1ccccc1)NS(=O)(=O)c1cccs1 (stereo not given)	1.5	3	21	0	-8	18	0	14	5
9	CC(/C=C1\N=C(SCc2ccccc2Cl)SC1=O)=C\c1ccccc1	1.6	0	3	-3	-4	10	-13	18	-5
10	CCC1(c2ccc(F)cc2)NC(=O)N(CC(=O)Nc2cccc(S(=O)(=O)N3CCCCC3)c2)C1=O (stereo not given)	-1.1	1	-1	-8	19	-2	0	-9	9
11	Cc1nc2nc[nH]n2c(=O)c1CCOC(=O)c1ccccc1F	-2.3	-1	-1	1	-5	4	-3	1	11
12	COc1ccccc1NC(=O)CC(=O)Nc1ccccc1OC	0.5	-1	11	2	-3	4	1	10	4

Main list (from the top)
item	smiles	MPTP inh	beta cell repl	tim23-1 inh	NR3A LBD binder	APJ antagonist	TIM10 inh	APJ agonist	tim10-1 inh	NALP3 yeast inh
1	Cc1nc(SCC(=O)Nc2cccc(S(=O)(=O)N3CCOCC3)c2)nc(C)c1C	-1.0	-1	8	0	-3	1	-2	0	6
2	Cc1nc(C)c(-c2ccnc(/N=C/NO)n2)s1	-0.2	-1	7	1	7	8	-2	-5	-25
3	O=C(CSc1nnc2ccccn12)c1ccc(Cl)cc1	0.3	-5	15	-1	18	0	-2	-2	10
4	COCc1c(C(=O)OC)nnn1-c1ccc(C(F)(F)F)cc1[N+](=O)[O-]	-0.1	4	13	3	-54	-8	-1	3	8
5	CCCS(=O)(=O)N1CCCC(c2nc(-c3cccc(OC)c3)no2)C1 (stereo not given)	-1.6	-2	17	-1	14	21	-3	30	-58
6	COc1ccc2oc(=O)c(C(=O)NCc3ccc4c(c3)OCO4)cc2c1	-2.3	1	23	1	-3	15	-2	12	17
7	CN(C(=S)NC(=O)c1ccc(Br)o1)c1ccccc1	-0.4	0	20	-4	5	14	-10	10	16
8	O=C(NC1CCCc2ccccc21)C(Cc1ccccc1)NS(=O)(=O)c1cccs1 (stereo not given)	1.5	3	21	0	-8	18	0	14	5
9	CC(/C=C1\N=C(SCc2ccccc2Cl)SC1=O)=C\c1ccccc1	1.6	0	3	-3	-4	10	-13	18	-5
10	CCC1(c2ccc(F)cc2)NC(=O)N(CC(=O)Nc2cccc(S(=O)(=O)N3CCCCC3)c2)C1=O (stereo not given)	-1.1	1	-1	-8	19	-2	0	-9	9
11	Cc1nc2nc[nH]n2c(=O)c1CCOC(=O)c1ccccc1F	-2.3	-1	-1	1	-5	4	-3	1	11
12	COc1ccccc1NC(=O)CC(=O)Nc1ccccc1OC	0.5	-1	11	2	-3	4	1	10	4
13	CCN(CC(=O)NCc1ccc(Cl)cc1)C(=O)CSc1ccccc1F	1.7	-4	4	2	4	-18	-7	11	13
14	COc1ccc(NC(=O)C(C)N2c3cccc4cccc(c34)S2(=O)=O)c(OC)c1 (stereo not given)	2.9	-4	4	-1	26	13	2	-7	8
15	CCCCNC(=O)c1cc2cc(OC)ccc2[nH]1	1.6	0	15	-1	-5	-15	-4	-12	23

Exported with two lines to a compound: part of the list above.
Each structure is followed by: MPTP inh | beta cell repl | tim23-1 inh | NR3A LBD binder | APJ antagonist | TIM10 inh | APJ agonist | tim10-1 inh | NALP3 yeast inh
7) CN(C(=S)NC(=O)c1ccc(Br)o1)c1ccccc1
    -0.4 | 0 | 20 | -4 | 5 | 14 | -10 | 10 | 16
8) O=C(NC1CCCc2ccccc21)C(Cc1ccccc1)NS(=O)(=O)c1cccs1 (stereo not given)
    1.5 | 3 | 21 | 0 | -8 | 18 | 0 | 14 | 5

(next part)
item	smiles	MPTP inh	beta cell repl	tim23-1 inh	NR3A LBD binder	APJ antagonist	TIM10 inh	APJ agonist	tim10-1 inh	NALP3 yeast inh
16	COc1ccc(NC(=O)Nc2ccc3nc(C)c(C)nc3c2)cc1	5.9	-2	-7	19*	-7	-4	0	29	5
17	CCCCCCNc1cc2n(c(=O)n1)CCc1cc(OC)c(OC)cc1-2	2.2	-1	22	-2	4	9	1	11	4
18	Cn1cnc(S(=O)(=O)N2CCN(c3cccc(Cl)c3)CC2)c1	16	4	-11	-3	13	-7	-5	-19	-8
19	COCc1cc(C)nc(OCC(=O)N/N=C\c2cc(C)n(-c3cccc(C(F)(F)F)c3)c2C)c1C#N	-14	-3	16	1	-8	10	-3	11	20
20	Cc1ccc(Nc2nc(C(=O)N3CCC(C(=O)NCc4ccccc4)CC3)cs2)cc1	1.3	-4	13	-2	29	7	0	-9	15
21	O=C(N/N=C/c1ccc([N+](=O)[O-])o1)c1cn(-c2ccccc2)nc1-c1ccccc1	5.6	-5	36	13*	3	30	1	54*	-9
22	CC(C)CCNC(=O)C1CCN(C(=O)N(C)C)CC1	-0.4	0	0	0	13	4	-3	3	2
23	C/C(=N\OCc1nc2ccccc2c(=O)n1/N=C/c1cc([N+](=O)[O-])ccc1O)c1ccccc1	74*	-7	23	5	-9	-5	-3	29	8
24	Cc1ccc(NC2=C(Cl)C(=O)OC2OC(=O)c2ccco2)cc1 (stereo not given)	-0.4	-4	21	-3	-20	25	0	28	8
25	Cn1nnnc1SCC(=O)C(C)(C)C	-0.4	-4	1	2	-23	-21	-2	-7	6
26	O=C(O)C1CC(=O)N(Cc2ccc3c(c2)OCO3)C1 (stereo not given)	-4.3	2	9	0	-31	3	-1	3	8
27	C/C(=N\NS(=O)(=O)c1ccccc1)c1ccc2c(c1)OCCO2	1.0	0	8	-2	-6	4	-1	15	7
28	CN(C)S(=O)(=O)c1ccc(NC(=O)CN2CCCCCC2)cc1	1.5	1	-4	-2	-1	1	-1	-9	20
29	O=C(Cc1ccccc1)NC(NC(=O)Cc1ccccc1)c1cccc([N+](=O)[O-])c1	1.2	-3	-7	-3	1	-11	-2	13	25
30	Cc1ccc(-c2nnn(CC(=O)N(Cc3ccco3)C(C(=O)NC3CCCC3)c3cccs3)n2)o1 (stereo not given)	-2.7	-1	4	3	10	22	-5	15	12

The list goes on.
item	smiles	MPTP inh	beta cell repl	tim23-1 inh	NR3A LBD binder	APJ antagonist	TIM10 inh	APJ agonist	tim10-1 inh	NALP3 yeast inh
31	CC1CCCCN1CCCNC(=O)c1cc(Br)c(Br)[nH]1 (stereo not given)	-3.2	-4	4	1	-20	-14	1	-5	8
32	CCc1ccc(NC(=O)CCCN2C(=O)C3CC=CCC3C2=O)cc1 (stereo not given)	0.5	2	17	-397	-4	4	5	26	11
33	CCn1cc([N+](=O)[O-])c(C(=O)N2N=C(c3ccc4ccccc4c3)CC2c2cc(Br)ccc2O)n1 (stereo not given)	0.7	-4	23	6	8	21	2	18	12
34	Cc1ccccc1Nc1nc(N)nc(CSc2n[nH]c(N)n2)n1	0.7	0	13	-1	-11	-6	-3	7	6
35	COc1ccc2c(c1)cc(C(=O)N[C@H](C(=O)N1CCC(C(=O)O)CC1)C(C)C)n2C	-1.1	-3	12	0	-4	-9	-2	9	2
36	COc1ccc(/C=N/n2cnnc2)cc1Cn1nc(C)c([N+](=O)[O-])c1C	1.2	-3	5	0	15	10	-1	7	2
37	Cc1ccc(C(=O)NCC(=O)N2CCC3(CC2)NCCc2[nH]cnc23)cc1C	0.4	-1	6	1	1	-11	-3	12	11
38	Cc1nc2ccccc2c(=O)n1NC(=O)C1CCCCC1	0.2	-2	12	1	5	11	-2	1	-1
39	COCc1cc(=O)[nH]c(Nc2nc(C)c3ccccc3n2)n1	-0.5	-1	16	1	0	38	-3	-4	18
40	CC1=CC2=NC(=O)/C(=C\c3cccn3CCOc3ccc(C)c(C)c3)C(=N)N2O1	-20	-2	1	-3	15	7	-5	14	42
41	CCC(=O)N(Cc1cc2cc(OC)ccc2[nH]c1=O)c1ccc(C)cc1C	1.2	1	4	1	14	15	1	23	5
42	N#CC(C(=O)OCc1ccccc1)c1nc2ccccc2nc1N1CCOCC1 (stereo not given)	1.5	0	43	1	3	13	-5	12	11
43	CCOC(=O)c1sc(NC(C)=O)cc1C	-0.3	-1	6	-1	13	12	-1	-8	11
44	COc1ccc(NC(=O)CN(C)CC(=O)Nc2ccccc2SC)cc1Cl	1.0	0	15	0	-8	4	0	14	12
45	COc1ccc(C(=O)N(Cc2ccccc2)Cc2cc3cc4c(cc3[nH]c2=O)OCCO4)cc1	-1.2	-1	9	-2	-33	2	-4	0	-3

(listing goes on)
item	smiles	MPTP inh	beta cell repl	tim23-1 inh	NR3A LBD binder	APJ antagonist	TIM10 inh	APJ agonist	tim10-1 inh	NALP3 yeast inh
46	Cc1ccc(NC(=O)COC(=O)C2C3CC4OC(=O)C2C4C3)cc1 (stereo not given)	-0.5	-2	3	-2	-22	16	1	-10	5
47	CCN(CC)CC(O)CCCCCCCCC(=O)OC (stereo not given)	0.6	-1	2	-2	2	0	-3	-5	15
48	COc1cc2ccccc2cc1C(=O)O	0.1	-1	8	3	-7	2	2	4	15
49	C/C=C(/C(=C/C)c1ccc(O)cc1)c1ccc(O)cc1	3.1	-7	50	-19	20	39	8	44*	-18
50	Cc1cc(C)c2nc(C(F)(F)F)c(C#N)c(N)c2c1	38	0	11	1	-7	30	9	42*	25
51	COc1ccc(-n2c(C)nc3cc(C(=O)NCc4ccc5c(c4)OCO5)ccc32)cc1	1.1	-3	28	-1	11	12	-3	18	4
52	CCSc1nnc(NC(=O)CSc2nnc(CNC(=O)c3ccccc3F)o2)s1	-1.5	0	4	0	-18	1	-1	-2	-4
53	CCN(CC)C(=O)CSc1nnc(-c2ccccc2)o1	0.4	-2	8	0	19	0	2	-7	13
54	CCOC(=O)N1CCN(C(=O)COc2cccc3c2CCN(Cc2ccccc2F)C3=O)CC1	0.0	-1	2	-1	1	20	-3	5	6
55	COc1ccccc1NC(=O)CCc1nnc2ccc(N3CCN(C)CC3)nn12	-2.4	0	-11	-3	-4	-4	-2	-10	0
56	CCO[C@@H]1OC(C(=O)NC2CC2)=C[C@H](c2ccc(Br)cc2)[C@H]1CCCO	-0.6	-4	25	-1	3	22	3	13	15
57	CCCC1S/C(=N/N=C/c2ccc(OC)cc2)N(Cc2ccccc2)C1=O (stereo not given)	8.0	0	14	10*	12	16	-6	11	-4
58	O=C1CCCc2nc(N3CCN(C(=O)c4ccco4)CC3)ncc21	0.6	0	9	-1	-15	11	2	14	-11
59	CCOc1cc(S(=O)(=O)N(CC)CC)ccc1F	-1.5	0	7	-1	1	-7	-4	9	10
60	COc1cc(F)ccc1S(=O)(=O)N1CCN(Cc2ccccc2)CC1	2.2	-1	18	1	8	-7	-1	4	15
61	NC(=O)c1ccccc1N/C=C/C(=O)c1cccs1	2.7	-4	22	-1	4	10	-1	-11	8
62	Cc1nc(C)c(C(=O)C2=C(O)C(=O)N(CCN(C)C)C2c2cccs2)s1 (stereo not given)	-4.3	-2	3	2	16	7	-3	-10	-4
